VHR inh color: VHR1 phosphatase inhibitors, primary screen, biochemical, colorimetric, HTS. Dual specificity protein phosphatase 3 (Homo sapiens), P51452. recombinant VHR phosphatase, colorimetric substrate read-out. inhibition, % at 20 µM. actives 0.7% (n = 50,000). AID 1992, 2009; in the data active = inhibition above about 60%; note: some results filed as inactive read as strong as hits
Target sequence (P51452 whole entry, looked up): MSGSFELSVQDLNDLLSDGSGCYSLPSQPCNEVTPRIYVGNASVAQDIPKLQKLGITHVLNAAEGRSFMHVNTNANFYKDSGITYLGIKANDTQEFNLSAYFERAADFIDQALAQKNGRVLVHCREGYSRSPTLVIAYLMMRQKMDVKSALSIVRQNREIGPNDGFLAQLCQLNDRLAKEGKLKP
* hit, by the source's call. The list is partial; rates above refer to the full screens.

SMILES	VHR inh color
Cc1ccc(S(=O)(=O)N2CCN(C(=O)c3ccc([N+](=O)[O-])cc3)CC2)cc1	64
COC(=O)C1=C(C)N(C)C(C)=C(C(=O)OC)C1c1cccc(Cl)c1	-1
O=C(NCCCN1CCOCC1)C(=O)NC1CCCCC1	-38
Cc1cc(=O)c2c(C)nc(-c3ccccc3)nc2[nH]1	-18
O=C(CSc1nc2ccc([N+](=O)[O-])cc2s1)Nc1ccc2ccccc2c1	-26
Nc1nc2ccccc2n1/N=C/c1ccc([N+](=O)[O-])cc1	-14
CCCN1C(=O)c2ccccc2NC1c1ccc(F)cc1 (stereo not drawn)	-10
Cc1ccc(S(=O)(=O)N(Cc2ccccc2)c2ccccn2)cc1[N+](=O)[O-]	9
CCOC(=O)c1c(NC(=O)c2ccccc2OC)sc(C(=O)Nc2ccc(C)cc2C)c1C	-11
CC(=O)N(CCC(c1ccccc1)C1CCOC(C)(C)C1)Cc1ccccc1 (stereo not drawn)	20
COc1cc(C2C3=C(CC(C)(C)CC3=O)OC3=C2C(=O)CC(C)(C)C3)cc2sc(=O)oc12	3
COc1ccc(C2=C/C(=C\c3cc([N+](=O)[O-])ccc3Cl)C(=O)O2)cc1	-2
COc1ccc(C2CC(=O)C3=C(C2)Nc2ccccc2NC3c2ccc(-c3ccccc3)cc2)cc1OC (stereo not drawn)	-16
Cc1c(NC(=O)c2ccc(S(=O)(=O)N3CC(C)OC(C)C3)cc2)c(=O)n(-c2ccccc2)n1C (stereo not drawn)	20
Cc1nc(C(F)(F)F)nc(Nc2ccc(Br)cc2)c1C#N	-21
COc1ccccc1NC(=O)CC1S/C(=N\N=C(/C)c2ccc(Cl)cc2)NC1=O (stereo not drawn)	-10
CNC(=O)c1c(-c2ccccc2Cl)noc1C	-20
Cc1cc(C)nc(SCC(=O)c2cccs2)n1	-10
CCCN1C(=O)c2ccccc2NC1c1ccc(OC)c(COc2ccc([N+](=O)[O-])c(C)c2)c1 (stereo not drawn)	0
CCN(CC)c1ccc(C2Nc3ccccc3NC3=C2C(=O)CC(c2ccc(OC)cc2)C3)cc1 (stereo not drawn)	-5
O=C(COc1ccc(Br)cc1)Nc1cc(Cl)cc(Cl)c1	-9
Oc1cccc(C=Nc2ccccc2O)c1	-18
CCOC(=O)c1c(C)oc2ccc(N(C(=O)c3ccncc3)S(=O)(=O)c3ccc(C)cc3)cc12	-3
COc1cc(/C=C2\C(=O)NC(=O)N(c3cc(C)cc(C)c3)C2=O)cc(Cl)c1OC	-13
C=CCN1C(=O)NC(=O)C(=Cc2ccc(C(C)C)cc2)C1=O	-1
CC(=O)C1C(=O)c2cc([N+](=O)[O-])ccc2C1=Nc1ccccc1C (stereo not drawn)	-12
Cc1cc2nc(Nc3nc(O)cc(=O)[nH]3)nc(C)c2cc1C	21
CCSc1nnc(NC(=O)COc2ccccc2)s1	-8
O=C(N=Nc1c(Cl)cc(Cl)cc1Cl)c1ccc(-n2c(O)c3ccccc3c2O)cc1	-31
COc1ccc(NC(=O)COc2cccc(C)c2)c(OC)c1	-9
COc1cc(OC)cc(C(=O)Nc2ccc([N+](=O)[O-])cc2C(=O)c2ccccc2)c1	0
O=C(CCc1ccccc1)Nc1nc(-c2cccc3ccccc23)cs1	-26
CC(=O)Nc1cc(-c2nc3cc(C)c(C)cc3o2)ccc1Cl	-5
C=CCNCc1cccn1-c1ccccc1	7
COc1ccccc1CC(=O)N1CCN(c2ccccc2)CC1	5
CCC1CCc2c(sc(N)c2C(=O)OC(C)C)C1 (stereo not drawn)	43
Cc1ccc(OCC(=O)Nc2cc([N+](=O)[O-])ccc2C)c(C)c1	-7
O=C1NC(=S)N/C1=C/c1cc([N+](=O)[O-])cc([N+](=O)[O-])c1O	6
CC(=O)Oc1ccccc1/C=C1\CCOC1=O	-24
Cc1cc(/C=C2/SC(=O)NC2=O)c(C)n1-c1ccc(F)cc1	-10
CCCOC(=O)c1ccc(NC(=O)c2ccc(OCc3ccccc3)cc2)cc1	109*
COc1ccc(NC(=O)CN(c2ccc(OC)cc2)S(C)(=O)=O)cc1	-16
CC1=NN(C(=O)CCc2ccccc2)C(O)(c2ccc(Br)cc2)C1 (stereo not drawn)	-11
COc1ccc(Cl)cc1NC(=O)C1=C(C)NC(=O)NC1c1ccc([N+](=O)[O-])cc1 (stereo not drawn)	45
Cc1ccc(S(=O)(=O)Nc2cc(-c3cccc(C)c3)[nH]n2)cc1	0
Nc1ccc(Br)cc1C(=O)c1ccccc1F	-30
Cc1cc(NC(=O)COC(=O)C(CC(C)C)NC(=O)c2ccccc2)no1 (stereo not drawn)	-8
COc1ccc(C2c3c(c4ccccc4oc3=O)Oc3c2c(=O)oc2ccccc32)cc1COc1ccccn1	-7
O=C(O)c1cccc(C(=O)Cc2ccccc2)c1	12
O=C(O)CCCCCN1C(=O)C(=O)/C(=C(/O)c2ccc(F)cc2)C1c1ccc(O)cc1 (stereo not drawn)	21
CCN(CC)CCNC(=O)C12CC3CC(CC(C3)C1)C2	-21
N/C(Cc1ccc(Cl)cc1)=N\OC(=O)Cc1ccc([N+](=O)[O-])cc1	11
CCc1ccc(-n2c(C)cc(/C=N/NC(N)=O)c2C)cc1	25
CCCOc1ccc(C(=O)Nc2ccc(NC(=O)c3ccco3)c(OC)c2)cc1	-4
O=[N+]([O-])c1ccc(Sc2nc3ccccc3s2)nc1	-20
Cc1cc(C)n(-c2cc(-n3nc(C)cc3C)ncn2)n1	-8
Cc1ccccc1-c1cc(C(=O)Nc2ccccc2C(F)(F)F)c2ccccc2n1	8
Cn1ncc(Cl)c1C(=O)N(C(=O)c1c(Cl)cnn1C)c1ccccn1	-6
CCCc1ccc(-c2nc(-c3ccc(C)cc3)no2)cc1	-8
COc1ccc(CCNc2cc(N3CCN(C(=O)c4cc(Cl)c(OC)c(Cl)c4)CC3)ccc2[N+](=O)[O-])cc1OC	-6

Some values from the results shown.
In VHR inh color, COc1cc(OC)cc(C(=O)Nc2ccc([N+](=O)[O-])cc2C(=O)c2ccccc2)c1 reads 0
In VHR inh color, Cc1ccc(OCC(=O)Nc2cc([N+](=O)[O-])ccc2C)c(C)c1 reads -7
In VHR inh color, O=C(O)c1cccc(C(=O)Cc2ccccc2)c1 reads 12
In VHR inh color, Cc1ccc(S(=O)(=O)N(Cc2ccccc2)c2ccccn2)cc1[N+](=O)[O-] reads 9
In VHR inh color, COC(=O)C1=C(C)N(C)C(C)=C(C(=O)OC)C1c1cccc(Cl)c1 reads -1

Additional records follow.
SMILES	VHR inh color
COc1ccccc1/C=C1\SC(=S)N(C(C(=O)O)C(C)C)C1=O (stereo not drawn)	-16
C=CCn1c(O)c(/C=C2\C=Nc3ccccc32)c(=O)[nH]c1=S	-4
CCCCOc1ccc(/C=N/Nc2cc(OC)ncn2)cc1	-8
O=[N+]([O-])c1cccc(S(=O)(=O)NCc2ccccn2)c1	-24
CC1CCN(C(=O)/C(=C\c2ccco2)NC(=O)c2ccccc2)CC1	17
CC1(C)CC(=O)c2cnc(NC(=O)Cc3ccc(Cl)cc3)nc2C1	-2
Cc1ccc(/C=N/N2CCN(Cc3cccc4ccccc34)CC2)s1	3
CCOC(=O)c1ccc(NC(=O)c2ccccc2OCC)cc1	7
C=CCn1c(CCN2C(=O)c3cccc4cccc(c34)C2=O)n[nH]c1=S	-5
COc1cc(C2NC(=O)NC(C)=C2C(=O)OCCOc2ccccc2)cc(Cl)c1O (stereo not drawn)	-18
C=CCOC(=O)C1=C(C)NC(=O)NC1c1cccc(Br)c1 (stereo not drawn)	-11
CCC1(c2ccccc2)C(=O)N(C(=O)c2ccccc2)C(=O)N(C(=O)c2cc(OC)c(OC)c(OC)c2)C1=O (stereo not drawn)	-12

Reprinted from the part before: 4 compounds, then new ones.
SMILES	VHR inh color
C=CCn1c(CCN2C(=O)c3cccc4cccc(c34)C2=O)n[nH]c1=S	-5
COc1cc(C2NC(=O)NC(C)=C2C(=O)OCCOc2ccccc2)cc(Cl)c1O (stereo not drawn)	-18
C=CCOC(=O)C1=C(C)NC(=O)NC1c1cccc(Br)c1 (stereo not drawn)	-11
CCC1(c2ccccc2)C(=O)N(C(=O)c2ccccc2)C(=O)N(C(=O)c2cc(OC)c(OC)c(OC)c2)C1=O (stereo not drawn)	-12
COc1ccc(OC)c(NC(=S)NC(NC(C)=O)C(Cl)(Cl)Cl)c1 (stereo not drawn)	1
COc1cc(C(=O)N2CC(C)OC(C)C2)c([N+](=O)[O-])cc1OC (stereo not drawn)	-18
COc1cc(CN2CCN(C3CCN(Cc4ccccc4)CC3)CC2)cc(OC)c1OC	3
COc1ccc(C(=O)NNC2=C(C(=O)C(F)(F)F)CCC2)cc1	-5
O=C(O)c1ccc(-c2ccc(OC(F)(F)F)cc2)o1	-5
O=C(c1ccccc1)N1CCN(c2nc(-c3ccccc3)c3cc(Cl)ccc3n2)CC1	-18
COc1ccccc1OCC(=O)NNC(=O)C(OC)c1ccccc1 (stereo not drawn)	-49
CCOc1ccc2nc(SCC(=O)Nc3ccc4nc(SCC(=O)NC5CC5)sc4c3)sc2c1	2
O=C1NC(=O)N(c2ccccc2)C(=O)/C1=C\c1ccccc1OCc1ccc(F)cc1	16
O=C1NC(=Nc2ccc(O)cc2)S/C1=C/c1ccco1	-3
O=C(Nc1ccc2c(c1)OCO2)c1cccc(F)c1	-4
COC(=O)c1ccc(-n2c(C)cc(/C=C3\SC(NC(C)=O)=NC3=O)c2C)cc1	-8
O=C(/C=C/c1ccco1)NCc1ccc2c(c1)OCO2	-3
O=C(NCc1ccc2c(c1)OCO2)C(O)(c1ccccc1)c1ccccc1	0
COc1ccc(NC(=O)c2cc3nc(-c4ccccc4)cc(-c4ccccc4)n3n2)c(OC)c1	5
Cc1cccc(C(=O)Nc2cc(-c3nc4ncccc4o3)ccc2C)c1	1
CCN(CC)C(=O)c1c(-c2ccccc2)noc1C	-99
COc1ccc(N2C(=O)CC(C3CCCO3)C2=O)cc1 (stereo not drawn)	2
CCOc1ccc(-c2cc(C(=O)Nc3ncccc3C)c3ccccc3n2)cc1	-5
CCOC(=O)C1=C(C)NC(C)=C(C(=O)OC)C1c1ccccc1 (stereo not drawn)	-3
O=C(/C=C/c1ccccc1)NC(=S)Nc1ccc([N+](=O)[O-])cc1	-4
CCC1(C)CC(CCNCc2ccc(F)cc2)(c2ccc(C)cc2)CCO1 (stereo not drawn)	-14
O=C(NCc1ccco1)c1ccc(Br)cc1	-19
Cc1sc(NC(=O)c2cccc(Br)c2)nc1-c1ccccc1	-18
COc1ccc(N(CC(=O)Nc2ccccc2Br)S(=O)(=O)c2ccccc2)cc1	-8
CC(=O)NC1=NC(=O)/C(=C\c2ccc(-c3ccc(C(=O)O)cc3)o2)S1	7
CC(=O)Nc1ccccc1NC(=O)Cc1ccc(Cl)cc1	-7
CC1CCc2c(sc(NC(=O)c3cccc(C(=O)O)c3)c2C(N)=O)C1 (stereo not drawn)	78*
O=C1NC(=O)C(=Cc2cccc(OCc3ccc(F)cc3)c2)C(=O)N1	-22
Cc1cc(=O)oc2cc(OC(=O)c3ccc([N+](=O)[O-])cc3Cl)ccc12	-32
CCCOC(=O)c1ccc(N=Cc2cc(Br)ccc2O)cc1	1
Cc1cccc(/C=C2/SC(=O)N(CN3CCCCC3)C2=O)c1	-8
COc1ccc(NC(=O)CN(c2cc(C)cc(C)c2)S(=O)(=O)c2ccccc2)c(OC)c1	-7
CCOc1ccc(S(=O)(=O)N(CC(=O)Nc2ccc(OC)c(OC)c2)c2ccc(C)cc2)cc1	-26
COc1ccc(N(CC(=O)NCc2ccncc2)S(=O)(=O)c2ccccc2[N+](=O)[O-])c(OC)c1	-5
CCOc1ccc2nc(C)c(C/C=C(/C)Cl)c(Cl)c2c1	-89

Four entries from above, sorted by molecular weight, rising:
SMILES	VHR inh color
COc1ccccc1OCC(=O)NNC(=O)C(OC)c1ccccc1 (stereo not drawn)	-49
COc1ccc(NC(=O)CN(c2ccc(OC)cc2)S(C)(=O)=O)cc1	-16
COc1cc(C2NC(=O)NC(C)=C2C(=O)OCCOc2ccccc2)cc(Cl)c1O (stereo not drawn)	-18
CCOc1ccc2nc(SCC(=O)Nc3ccc4nc(SCC(=O)NC5CC5)sc4c3)sc2c1	2

(more compounds)
SMILES	VHR inh color
O=C(NCCc1ccccc1)C(=O)Nc1cccc(Cl)c1	-25
O=C1c2ccccc2C(O)(c2ncc[nH]2)N1c1cccc(F)c1 (stereo not drawn)	14
O=C(N/N=C/c1cccc(O)c1)c1cncc(Br)c1	-10
c1ccc(NC2=Nc3cccc4cccc2c34)cc1	-9
COc1ccc(C(=O)c2coc3cc(Br)c(O)c(Br)c23)cc1	23
CCOC(=O)c1ccc(NC(=O)CN(c2cc(C)cc(C)c2)S(=O)(=O)c2ccccc2)cc1	8
COc1ccc(C2/C(=C(\O)c3ccc(C)cc3)C(=O)C(=O)N2CCCC(=O)O)c(OC)c1 (stereo not drawn)	-4
CCCC(C)NS(=O)(=O)c1ccc(C)cc1 (stereo not drawn)	-17
COc1ccc(-n2nc3cc(C)c(NC(=O)c4cccnc4)cc3n2)cc1	-7
N#C/C(=C\c1ccc(OCc2ccccc2)cc1)c1nc(-c2ccccc2)cs1	-3
COc1ccc(C(=O)N=Nc2c(O)n(CN(C)C)c3ccc(Br)cc23)cc1	-15
O=C(CCN1C(=O)c2ccccc2C1=O)Nc1cccnc1	75
Cc1nnc(C)n1/N=C\c1cccc(Br)c1	4
COc1ccc2c(OC)c3ccoc3nc2c1OC	-2
Cc1ccc(/C=C2\SC(=S)N(c3c(C)n(C)n(-c4ccccc4)c3=O)C2=O)cc1	-2
CCOC(=O)c1c(C)oc2cc(Br)c(OC)cc12	0
O=S(=O)(c1ccc(NC(=S)Nc2ccc(F)cc2)cc1)N1CCc2ccccc21	8
COc1ccc(C(=O)Nc2ccc3nn(-c4ccc(F)cc4)nc3c2)cc1OC	-8
CCN1C(=O)/C(=C\c2ccc(-c3ccc(C(=O)OC)cc3)o2)SC1=S	-7
COC(=O)c1cc(-c2ccccc2)n(-c2ccccc2)n1	-29
COc1cccc(NC(=O)c2ccc(OC)c(Br)c2)c1	-14
CSCCC(C(=O)O)N1C(=O)NC2NC(=O)NC21 (stereo not drawn)	-32
Cc1cc(C(=O)/C=C/c2ccc(N(C)C)cc2)ccc1[N+](=O)[O-]	-3
